Compound activity from PubChem.
GPR35 arrestin U2OS: inhibition of zaprinast-stimulated GPR35 beta-arrestin translocation – imaging, U2OS, beta-arrestin-GFP, zaprinast agonist, primary screen (AID 2058); U2OS GPR35 beta-arrestin-GFP translocation imaging, zaprinast antagonism; higher % means a stronger effect; one-dose inhibition, % at 10 µM; IC50 in µM for titrated hits; 290,000 tested, 0.052% active;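 active means inhibition of at least 50% with at least 30 cells and total cytoplasm GFP at most 10,000,000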
GPR55 activation: selective activators of receptor GPR55 – imaging, U2OS cells, beta-arrestin-GFP redistribution, primary screen (AID 1961); U2OS GPR55 beta-arrestin-GFP redistribution imaging; higher % means a stronger effect; activation, % at 10 µM; hits with a dose series show EC50 in µM; 290,000 tested, 0.048% active;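 active means activation above 40% with more than 50 cells counted in the well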;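 further: U2OS osteosarcoma cells stably expressing GPR55 and beta-arrestin-GFP; plate controls were DMSO negative control for no effect and LPI positive control for full effect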
NTR1 agonist: NTR1-driven beta-arrestin-GFP spot formation – imaging, U2OS cells, high content, primary screen (AID 493036); P30989; agonist mode; activation, % at 20 µM; 330,000 tested, 0.17% active;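 active means activation at or above 40% of the spot to cytoplasm intensity ratio, with at least 20 cells analyzed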;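 further: 0% = DMSO without peptide and 100% = 100 nM NTR1 peptide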
Target sequence (P30989 whole entry, looked up): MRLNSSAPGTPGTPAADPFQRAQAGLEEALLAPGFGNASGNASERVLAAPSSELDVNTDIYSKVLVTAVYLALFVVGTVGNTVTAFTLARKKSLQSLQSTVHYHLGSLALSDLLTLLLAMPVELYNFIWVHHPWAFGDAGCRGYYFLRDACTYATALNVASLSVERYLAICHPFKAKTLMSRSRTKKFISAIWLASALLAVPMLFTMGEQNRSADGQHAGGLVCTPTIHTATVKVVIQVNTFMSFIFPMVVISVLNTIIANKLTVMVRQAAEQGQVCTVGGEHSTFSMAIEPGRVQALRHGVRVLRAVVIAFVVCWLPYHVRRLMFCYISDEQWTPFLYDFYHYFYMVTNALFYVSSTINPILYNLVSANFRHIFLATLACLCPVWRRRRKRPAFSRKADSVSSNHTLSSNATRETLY
SV40 large T antigen: SV40 large T antigen inhibitors, biochemical (AID 1903); SV40 large T antigen ATPase/helicase inhibition assay; higher % means a stronger effect; inhibition, % at 20 µM; hits with a dose series show IC50 in µM; 310,000 tested, 0.39% active; in the data active means a potency from the dose series; further: strong numbers were not always called active
NS5 inhibitors: flavivirus cap methylation enzyme inhibition – biochemical, confirmation dose response, primary screen (AID 588689). inhibition, % at 25 µM, or IC50 in µM where a hit was titrated. Dengue-2 NS5 methyltransferase capping enzyme assay, biochemical; higher % means a stronger effect. 340,000 tested, 0.3% active; in the data active means a potency from the dose series
GPR55 LPI antagonism: inhibition of LPI-stimulated GPR55 beta-arrestin translocation – imaging, U2OS, beta-arrestin-GFP, LPI agonist, primary screen (AID 2013); U2OS GPR55 beta-arrestin-GFP translocation imaging, LPI antagonism; higher % means a stronger effect; inhibition, % at 10 µM; hits with a dose series show IC50 in µM; 290,000 tested, 0.13% active;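 active means spots per cell inhibited over 60%, with over 100 cells counted and total cytoplasm intensity under 500,000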;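 further: U2OS cells stably carrying GPR55 and arrestin-GFP stimulated by 5 µM LPI near EC80; imaged beta-arrestin-GFP aggregate spots per cell after agonist stimulation; plate controls were LPI-stimulated DMSO wells for no effect and DMSO wells without LPI for full effect; some results filed as inactive read as strong as hits; confirmed hits need IC50 under 10 µM and bright autofluorescent wells are also inconclusive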
Rac1 GTP hydrolysis: MgcRacGAP GTPase-activating activity inhibitors, confirmation, biochemical, ADP Hunter fluorescence. MgcRacGAP-stimulated Rac1 GTP hydrolysis, ADP Hunter fluorescence; higher % means a stronger effect; GST-tagged Rac1 F28L mutant substrate. inhibition, % at 30 µM, or IC50 in µM where a hit was titrated. 340,000 tested, 0.6% active. AID 624330;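 active means first-screen hits whose inhibition reached a set limit at any dose in the follow-up dose series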;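 further: fluorescence reports GDP produced by GAP-driven GTP hydrolysis; strong numbers were not always called active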
AID2073: disruptors of CaV2.2 binding to Mint1 – biochemical, HTRF (AID 2073); HTRF protein-protein interaction, Mint1-CaV2.2; higher % means a stronger effect; 290,000 tested, 0.19% active; one-dose inhibition, % at 20 µM; IC50 in µM for titrated hits; in the data active means inhibition mostly above about 51%, no sharp cut-off; further: some results filed as inactive read as strong as hits
Yfh1-off respiration: enhancers of respiration in Yfh1-depleted yeast, dose response, Friedreich's ataxia, plus single-dose screen (AID 1465). S. cerevisiae Yfh1-off respiration, WST-1 reduction, 72 h; higher fold induction means a stronger effect. fold induction at 50 µM, or EC50 in µM where a hit was titrated. 220,000 tested, 0.074% active;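 active means fold induction of absorbance versus untreated yeast above a set limit, then at least 30% activation at any dose in follow-up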;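 further: activators that raise dye reduction in frataxin-depleted yeast; strong numbers were not always called active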
NTR1 agonist cell count 20 µM: second read-out of NTR1 agonist, no call of its own (marks repeat the call); cell count; measured here: cell count, cytotoxicity flag
NS5 inhibitors pilot replicate: second read-out of NS5 inhibitors, no call of its own (marks repeat the call); inhibition, %; measured here: pilot screen replicate inhibition
The depositor's hits bear a star; i = inactive; nt = not tested or not shown.

SMILES	GPR35 arrestin U2OS	GPR55 activation	NTR1 agonist	NTR1 agonist cell count 20 µM	SV40 large T antigen	NS5 inhibitors	GPR55 LPI antagonism	Rac1 GTP hydrolysis	AID2073	Yfh1-off respiration	others
CCc1nc(SCc2ccccc2C)n[nH]1	2.9%	-0.1%	0.3	54	2.5%	-2.0%	7.9%	7.5%	12.4%	nt	NS5 inhibitors pilot replicate=-2.8
NC(=O)NC(=O)CC1S/C(=N/N=C2/NC(=O)CS2)NC1=O (stereo unspecified)	-12.1%	-0.1%	4.7	49	2.0%	2.2%	3.5%	3.6%	4.0%	i
Cc1ccc2c(CN3CC(C)CC(C)C3)cc(=O)oc2c1 (stereo unspecified)	6.5%	0.0%	0.6	73	5.0%	-1.6%	6.7%	0.7%	-0.1%	nt
CCc1ccc2[nH]c(=O)c(CN(Cc3ccc4c(c3)OCO4)Cc3nnnn3C3CCCC3)cc2c1	-18.4%	0.2%	6.0	53	0.0%	-2.8%	3.7%	-1.8%	2.5%	i
CSCCC(C(=O)O)N1C(=O)c2ccc(C(=O)O)cc2C1=O (stereo unspecified)	16.8%	-0.2%	-0.9	42	-0.4%	-0.5%	-7.7%	9.1%	-6.0%	i
Cc1ccc(-c2nnc(SCC(=O)CC(=O)Nc3ccccc3)n2C)cc1	-1.4%	-0.1%	0.2	81	-2.5%	0.8%	7.9%	4.5%	-6.0%	i
CC(C)(C)c1ccc(-c2nc(C#N)c(NCCCn3ccnc3)o2)cc1	4.1%	0.0%	3.1	38	23.8%	4.7%	-2.0%	5.7%	5.5%	i
COC(=O)Cn1cnc2sc(C)c(S(=O)(=O)N3CCN(c4ccccc4OC)CC3)c2c1=O	2.7%	-0.2%	-0.9	54	2.4%	-5.6%	8.5%	10.1%	-6.2%	i
CSc1ccc(S(=O)(=O)Nc2ccc3c(c2)NC(=O)CC3)cc1	-4.5%	-0.4%	1.9	29	4.8%	0.0%	-2.2%	1.6%	8.3%	i
CC(C)n1c(SCC(=O)c2ccc3c(c2)OCCO3)nc2c1c(=O)n(C)c(=O)n2C	1.5%	0.1%	8.4	46	nt	nt	-11.3%	nt	-0.7%	i
O=C(OCc1nnc(-c2ccccc2)o1)c1ccc2c(c1)C(=O)N(CCc1ccccc1)C2=O	2.2%	0.0%	-1.5	95	21.4%	-4.1%	-1.2%	7.8%	15.0%	i
O=S(=O)(c1ccc(Br)s1)N1CCN(c2ccccn2)CC1	-6.7%	0.2%	-0.3	58	1.5%	-3.5%	37.7%	-0.6%	-1.2%	i
COc1ccc(Cn2ccc(=O)c(Cc3c(Cl)cccc3Cl)c2C)cc1	12.4%	0.3%	0.8	48	-1.4%	4.3%	6.2%	15.6%	0.2%	i
O=C(CCNC(=O)C1CCN(S(=O)(=O)c2ccccc2)CC1)NCc1ccccn1	-3.9%	-0.1%	0.2	47	7.2%	-2.3%	6.6%	8.6%	5.5%	nt
O=C(COC(=O)/C=C/c1ccc(S(=O)(=O)N2CCOCC2)cc1)NCc1ccc2c(c1)OCO2	-1.7%	0.0%	-1.0	74	9.8%	-2.5%	12.8%	-4.0%	19.3%	i

Three compounds already listed, ordered by heavy-atom count, ascending:
SMILES	GPR35 arrestin U2OS	GPR55 activation	NTR1 agonist	NTR1 agonist cell count 20 µM	SV40 large T antigen	NS5 inhibitors	GPR55 LPI antagonism	Rac1 GTP hydrolysis	AID2073	Yfh1-off respiration	others
NC(=O)NC(=O)CC1S/C(=N/N=C2/NC(=O)CS2)NC1=O (stereo unspecified)	-12.1%	-0.1%	4.7	49	2.0%	2.2%	3.5%	3.6%	4.0%	i
CSCCC(C(=O)O)N1C(=O)c2ccc(C(=O)O)cc2C1=O (stereo unspecified)	16.8%	-0.2%	-0.9	42	-0.4%	-0.5%	-7.7%	9.1%	-6.0%	i
Cc1ccc(-c2nnc(SCC(=O)CC(=O)Nc3ccccc3)n2C)cc1	-1.4%	-0.1%	0.2	81	-2.5%	0.8%	7.9%	4.5%	-6.0%	i

Other results follow.
SMILES	GPR35 arrestin U2OS	GPR55 activation	NTR1 agonist	NTR1 agonist cell count 20 µM	SV40 large T antigen	NS5 inhibitors	GPR55 LPI antagonism	Rac1 GTP hydrolysis	AID2073	Yfh1-off respiration	others
COC(=O)c1ccc(/C=C2/SC(=S)N(CCCC(=O)Nc3ccc(O)cc3)C2=O)cc1	21.0%	-0.2%	-0.1	60	8.6%	-1.3%	10.5%	14.0%	35.4µM*	nt
O=C(NNC(=O)c1cc(Br)c(Br)s1)c1csc(N2CCOCC2)n1	nt	nt	1.0	51	7.3%	7.3%	nt	6.0%	nt	nt
CC(C)(C)c1ccc(-c2n[nH]c(=S)n2C2CCCC2)cc1	10.5%	-0.1%	5.9	61	12.6%	-4.8%	33.0%	4.4%	-17.8%	i
O=C(Nc1cc2c(cc1Br)OCCCO2)c1cccnc1	-3.0%	-0.1%	0.0	67	9.8%	-8.0%	1.0%	-0.1%	2.7%	nt
O=C(NC1CCCc2ccccc21)C1CCCO1 (stereo unspecified)	13.7%	-0.1%	0.5	85	12.6%	6.4%	5.7%	10.6%	-2.5%	i
O=C(NNC(=S)Nc1ccccc1)c1cccc(S(=O)(=O)N2CCOCC2)c1	-22.8%	-0.1%	-0.5	50	16.3%	-4.5%	5.9%	8.1%	10.2%	i
CC1CCN(C(=O)CSc2nnc3ccc(-c4cccnc4)nn23)CC1	nt	nt	-0.4	43	10.0%	-2.9%	nt	4.0%	nt	nt
O=C(Cn1ncc2c([nH]c3ccccc32)c1=O)Nc1ccc(CN2CCCCC2)cc1	12.0%	-0.3%	2.0	59	6.0%	6.2%	14.0%	6.9%	11.9%	nt
O=C(c1ccccc1)[C@H]1[C@H](c2ccccc2)[C@@]2(N=C(c3ccccc3)OC2=O)C2c3ccccc3C=NN21 (stereo partly specified)	12.3%	0.3%	3.4	97	8.7%	nt	nt	nt	21.7%	i
O=C(O)CC/C(=C\c1ccc(N2CCOCC2)c([N+](=O)[O-])c1)c1nc2ccccc2s1	3.3%	-0.3%	nt	nt	4.0%	24.0%	-1.0%	4.6%	14.1%	i
O=C1C2C3C=CC(CC3)C2C(=O)N1c1ccc(Cl)cc1 (stereo unspecified)	4.1%	0.6%	0.9	64	-0.5%	-8.0%	5.5%	3.5%	8.5%	nt
Cc1nn2c3c(cnc2c1-c1ccccc1)C(=O)CCC3	7.0%	-0.3%	0.7	84	4.2%	-6.5%	-1.7%	2.8%	4.0%	i
O=C(N/N=C/c1ccc[nH]1)c1ccccc1OCc1ccccc1Cl	-15.1%	0.0%	2.1	76	3.8%	-15.5%	16.2%	9.8%	20.5%	i
COCCNc1nc(N2CCCCC2)c2cnn(C)c2n1	1.3%	-0.1%	1.6	55	8.6%	0.9%	0.1%	10.4%	1.8%	nt
COC(=O)c1c(NS(C)(=O)=O)sc2c1CCCC2	4.2%	-0.1%	-5.2	80	8.5%	11.2%	-11.2%	22.7%	-9.3%	i

By substructure: the compounds so far with bromine.
SMILES	GPR35 arrestin U2OS	GPR55 activation	NTR1 agonist	NTR1 agonist cell count 20 µM	SV40 large T antigen	NS5 inhibitors	GPR55 LPI antagonism	Rac1 GTP hydrolysis	AID2073	Yfh1-off respiration	others
O=S(=O)(c1ccc(Br)s1)N1CCN(c2ccccn2)CC1	-6.7%	0.2%	-0.3	58	1.5%	-3.5%	37.7%	-0.6%	-1.2%	i
O=C(NNC(=O)c1cc(Br)c(Br)s1)c1csc(N2CCOCC2)n1	nt	nt	1.0	51	7.3%	7.3%	nt	6.0%	nt	nt
O=C(Nc1cc2c(cc1Br)OCCCO2)c1cccnc1	-3.0%	-0.1%	0.0	67	9.8%	-8.0%	1.0%	-0.1%	2.7%	nt

Carrying on:
SMILES	GPR35 arrestin U2OS	GPR55 activation	NTR1 agonist	NTR1 agonist cell count 20 µM	SV40 large T antigen	NS5 inhibitors	GPR55 LPI antagonism	Rac1 GTP hydrolysis	AID2073	Yfh1-off respiration	others
COc1cc(NS(C)(=O)=O)c(OC)cc1NC(=O)c1ccccc1	-3.9%	0.2%	0.0	93	28.2%	-1.6%	7.3%	6.1%	-3.7%	i
CCOc1ccc(N2C(=O)CSC2=S)cc1	1.3%	-0.4%	3.2	62	2.1%	5.8%	6.2%	10.6%	-0.7%	nt
COc1ccccc1-c1nc(C#N)c(N2CCN(Cc3ccccc3)CC2)o1	11.8%	-0.2%	5.3	42	11.6%	0.5%	5.3%	9.8%	-2.4%	i
Cc1ccc(C(=O)COC(=O)CNC(=O)CNC(=O)c2ccc(C)cc2)cc1	15.8%	-0.8%	2.4	68	10.1%	-4.5%	8.5%	3.9%	1.9%	i
CCOC(=O)C1CCN(C(=O)CN(c2ccc(OC)c(OC)c2)S(=O)(=O)c2ccccc2)CC1	1.1%	-0.1%	-0.6	32	8.8%	1.6%	2.3%	10.4%	-5.2%	i
Cn1cc(CNC(=O)/C=C/c2ccc(Cl)cc2)cn1	-11.7%	0.4%	0.0	70	5.0%	-0.7%	9.4%	8.1%	-8.0%	i
CCOc1ccc(C2/C(=C(\O)c3cccc(OC)c3)C(=O)C(=O)N2c2ccccn2)cc1OC (stereo unspecified)	-10.6%	0.8%	0.1	42	8.5%	-6.2%	-2.0%	7.5%	9.2%	i
COc1cccc(C(=O)NCc2ccc3c(c2)OCO3)c1OC	7.3%	-0.2%	0.5	59	12.6%	nt	-7.9%	1.6%	-4.2%	nt
CCc1ccc(NC(=O)CN2C(=O)COc3ccc(S(=O)(=O)N4CCCC4)cc32)cc1	13.3%	-0.2%	0.6	72	15.2%	-7.0%	4.4%	-18.4%	9.3%	nt
COc1ccc(NC(=O)c2cccnc2N2CCCC2)cc1	-7.0%	0.5%	3.4	41	-0.1%	-7.2%	9.4%	13.8%	1.7%	i
COc1ccc(CCN2CC34C=CC(O3)C(C(=O)NCc3ccccc3Cl)C4C2=O)cc1OC (stereo unspecified)	-20.9%	-0.1%	-0.4	91	9.1%	0.0%	8.4%	-0.6%	-0.1%	i
COC(=O)c1cc(S(=O)(=O)Nc2c(C)cccc2C)cn1C	0.1%	-0.1%	-0.6	60	nt	0.0%	5.1%	4.9%	8.7%	nt
O=C(CCS(=O)(=O)c1ccccc1Cl)NCc1ccc(F)cc1	16.9%	0.2%	-0.1	62	6.1%	1.1%	-3.2%	9.6%	-18.9%	i
COc1ccc(OC)c(NC(=O)CSc2nc3n[nH]c(C)c3c(=N)n2-c2cccc(Cl)c2C)c1	-22.9%	-0.2%	11.3	63	4.2%	-7.0%	13.0%	7.6%	20.9%	nt
COc1ccc2oc(C(=O)OCC(=O)N(Cc3ccccc3)C(C)(C)C)c(C)c2c1	12.5%	-0.2%	1.5	93	5.3%	-2.6%	21.0%	10.2%	12.3%	nt
Cc1ccc(-c2[nH]c(-c3ccc(C(=O)O)cc3)nc2-c2ccccc2)cc1	-1.9%	0.6%	0.6	63	17.5%	1.8%	3.2%	19.2%	47.8%	i
